# sPLA2-III inh: Blocks human group III sPLA2 activity; Q9NZ20; QFRET BODIPY PC-A2 liposome hydrolysis, fluorescence; inhibition, % at 12.2 µM; actives 0.56% (n = 370,000);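 active = inhibition above mean plus 3 SD of compounds lying within the high and low control bounds, cut at about 19% in these data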;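 note: 0% = median of test compound wells and 100% = no enzyme DMSO wells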
# ADAM10 inh: ADAM10 inhibition, QFRET primary screen. actives 0.62% (n = 370,000). O14672. recombinant ADAM10, EDANS/DABCYL FRET peptide cleavage, 3 h. inhibition, % at 7 µM;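 active = inhibition above a per-campaign cutoff equal to the mean of compounds falling between control-based bounds plus 3 SD, cut at about 20% in these data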;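 note: 0% = DMSO wells while the 100% control is not disclosed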
# PLC-beta3 inh: inhibitors of human phospholipase C beta3; Purified PLC-beta3, fluorogenic substrate, fluorescence; inhibition, % at 12.2 µM; AID 720704; actives 0.18% (n = 370,000); in the data active = inhibition above about 11%;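 note: 0% = median of compound wells on plate and 100% = full blocker control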
# hgDAF12 agonist: agonists of H. glycines DAF-12 nuclear receptor | actives 1.8% (n = 370,000) | activation, % at 6.8 µM | AID 687014 | HEK293 GAL4-hgDAF12 UAS-luciferase reporter, agonist luminescence; normalized to butyrate control;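 active = activation above a cutoff set at the mean of all screened compounds plus 3 SD, cut at about 10% in these data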;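 note: 0% = DMSO wells and 100% = sodium butyrate wells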
# ssDAF12 agonist: activates DAF-12 receptor from parasite S. stercoralis | activation, % at 6.8 µM | actives 1% (n = 370,000) | HEK293 ssDAF-12/GRIP1 lit1-tk-luc reporter, luminescence; % of 3 µM dafachronic acid response;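 active = activation above the mean over all tested compounds plus 3 SD, cut at about 0.9% in these data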;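 note: 0% = DMSO-only wells and 100% = 3 µM delta7-dafachronic acid wells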
# DAX1 inh-1: inhibits human nuclear receptor DAX1. HEK293 Gal4-DAX1 luciferase reporter, luminescence. inhibition, % at 6.75 µM. actives 0.99% (n = 340,000). AID 504766;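 active = inhibition above the mean over all tested compounds plus 3 SD, cut at about 4.2% in these data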;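 note: 0% = DAX1-transfected cells with DMSO and 100% = empty-vector control cells with DMSO; inhibition shows as a rise in luminescence from relieved DAX1 repression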
# ADAM17 inh: ADAM17 inhibition, QFRET primary screen; recombinant ADAM17, EDANS/DABCYL FRET peptide cleavage; inhibition, % at 6.95 µM; actives 0.83% (n = 370,000);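 active = inhibition above the mean of compounds lying between control limits plus 3 SD, set per campaign, cut at about 8.5% in these data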;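 note: 0% = DMSO-only wells as the low control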
# DAX1 inh-2: inhibitors of DAX1 repression of SF-1 activated StAR promoter; inhibition, % at 6.8 µM; AID 652010; actives 1.1% (n = 370,000); HEK293T StAR-luciferase reporter, SF-1/DAX-1 repression relief;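 active = inhibition above the mean over all tested compounds plus 3 SD, cut at about 3.6% in these data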;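 note: 0% = DAX-1 cells with DMSO and 100% = cells lacking DAX-1 with DMSO; higher inhibition means more luminescence from relief of DAX-1 repression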
# hcDAF12 agonist: activates DAF-12 receptor from parasite H. contortus; actives 1.4% (n = 370,000); HEK293 hcDAF-12 lit1-tk-luc reporter, luminescence; 0% DMSO, 100% Δ7-dafachronic acid; activation, % at 6.8 µM;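 active = activation above the mean of all tested compounds plus 3 SD, cut at about 5.5% in these data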;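 note: 100% = response to 3 µM Δ7-dafachronic acid high control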
# PLCg1 inh: inhibitors of human phospholipase C gamma1 | purified PLC-gamma1, fluorogenic substrate, fluorescence | inhibition, % at 12.2 µM | actives 0.84% (n = 370,000); in the data active = inhibition above about 9.5%
# Target sequence (P19174 whole entry, looked up): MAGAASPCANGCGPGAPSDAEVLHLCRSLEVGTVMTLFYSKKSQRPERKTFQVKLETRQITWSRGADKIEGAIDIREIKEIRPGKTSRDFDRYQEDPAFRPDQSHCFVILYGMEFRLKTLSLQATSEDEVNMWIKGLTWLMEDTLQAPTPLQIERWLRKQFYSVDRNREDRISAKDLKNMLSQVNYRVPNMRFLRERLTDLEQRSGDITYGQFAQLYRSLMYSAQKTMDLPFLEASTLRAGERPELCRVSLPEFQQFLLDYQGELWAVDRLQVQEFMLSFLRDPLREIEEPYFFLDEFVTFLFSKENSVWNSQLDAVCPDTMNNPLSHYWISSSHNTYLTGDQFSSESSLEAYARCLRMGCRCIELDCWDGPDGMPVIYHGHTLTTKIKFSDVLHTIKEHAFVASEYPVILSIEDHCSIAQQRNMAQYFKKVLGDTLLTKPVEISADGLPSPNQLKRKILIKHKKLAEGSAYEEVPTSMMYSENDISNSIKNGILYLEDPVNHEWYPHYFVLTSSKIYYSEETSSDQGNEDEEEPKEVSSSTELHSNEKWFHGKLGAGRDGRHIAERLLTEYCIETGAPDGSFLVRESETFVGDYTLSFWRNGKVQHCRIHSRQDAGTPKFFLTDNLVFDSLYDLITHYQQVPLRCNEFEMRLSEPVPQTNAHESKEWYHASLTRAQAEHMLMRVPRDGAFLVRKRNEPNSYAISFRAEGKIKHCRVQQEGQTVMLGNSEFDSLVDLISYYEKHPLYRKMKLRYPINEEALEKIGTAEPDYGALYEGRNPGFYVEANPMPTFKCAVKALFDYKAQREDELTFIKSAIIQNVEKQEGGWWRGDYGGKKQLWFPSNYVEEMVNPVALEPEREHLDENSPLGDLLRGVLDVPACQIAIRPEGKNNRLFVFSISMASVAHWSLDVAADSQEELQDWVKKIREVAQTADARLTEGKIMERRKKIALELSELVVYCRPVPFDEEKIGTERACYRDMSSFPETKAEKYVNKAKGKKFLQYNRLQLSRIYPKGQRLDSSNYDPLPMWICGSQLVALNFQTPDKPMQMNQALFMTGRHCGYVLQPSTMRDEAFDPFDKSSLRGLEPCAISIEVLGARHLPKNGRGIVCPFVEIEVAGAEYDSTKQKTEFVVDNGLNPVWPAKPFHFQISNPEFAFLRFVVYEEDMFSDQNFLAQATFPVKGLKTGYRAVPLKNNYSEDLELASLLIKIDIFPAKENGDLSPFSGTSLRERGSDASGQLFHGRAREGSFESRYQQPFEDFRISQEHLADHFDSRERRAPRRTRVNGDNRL
# GAA850 FXN act: frataxin GAA850 promoter activation | HEK293 lucGAA850 FXN promoter luciferase reporter, 24 h; percent of 10 µM SAHA response | activation, % at 6 µM | actives 0.56% (n = 360,000);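 active = activation above the average of all compounds screened plus 3 SD, cutoff fixed separately per campaign, cut at about 7.5% in these data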;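 note: 0% = DMSO wells and 100% = 10 µM SAHA wells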
# * marks the source's active call; other numbers are inactive results; . = no result given.
SMILES,sPLA2-III inh,ADAM10 inh,PLC-beta3 inh,hgDAF12 agonist,ssDAF12 agonist,DAX1 inh-1,ADAM17 inh,DAX1 inh-2,hcDAF12 agonist,PLCg1 inh,GAA850 FXN act
CCCCN(C(=O)c1cc2c(s1)CCCC2)c1c(N)n(CCC)c(=O)[nH]c1=O,5,-11,0,1.0,0.0,0.1,6,1.8,-0.2,7,-0.5
COc1ccc(C2C(C(=O)N3CCCC3)c3cc(OC)c(OC)cc3C(=O)N2C)cc1OC (centres undefined),0,-1,1,0.9,-0.8,-0.1,-1,0.8,3.4,3,0.0
O=C1CCc2cc(NS(=O)(=O)c3ccc([N+](=O)[O-])cc3)cc3c2N1CC3,1,-3,-14,-1.4,-0.9,-0.3,-1,0.2,-0.3,-5,-2.2
O=C1CCC(C(=O)N2CCCCO2)CN1Cc1ccc(Cl)cc1 (centres undefined),0,6,-4,-0.5,-1.1,0.1,0,-0.1,0.8,0,1.3
CC(O)CN(Cc1cccc(Cl)c1)CC(C)O (centres undefined),2,1,3,-1.6,-0.6,1.0,2,0.1,-0.8,0,-1.6
CC(=O)N1CCc2c(sc3c2c(=O)n(-c2ccccc2)c(=O)n3CC(=O)NCC2CCCO2)C1 (centres undefined),-5,-2,0,2.4,-0.8,-0.5,-1,0.4,2.1,-1,-1.1
CC(C(=O)Nc1ccc(O)cc1)c1cccc(C(=O)c2ccccc2)c1 (centres undefined),-18,1,3,-2.5,-2.2,.,0,-1.8,-3.1,-1,-1.2
CCCC(=O)Oc1ccccc1C1SCc2cc(C)c(C)cc2CS1,3,5,0,0.4,-1.1,0.1,1,-0.8,0.8,2,-1.9
O=C(NNc1ccccc1)Nc1cc(Cl)ccc1Cl,0,-2,0,3.0,-0.9,-0.8,-2,3.3,-0.8,-2,-0.5
Cc1ccccc1OCC(=O)Nc1cccc(S(=O)(=O)NC2=NCCCCC2)c1,-11,-1,-2,3.1,-0.9,0.2,-1,-1.0,-1.7,2,0.7
CCOC(=O)/C(C#N)=C\c1ccc(O)c(OC)c1,16,-5,4,1.7,0.0,-0.2,0,0.0,0.0,4,-0.2
Cc1cc(N2CCOCC2)c2c(N)cc(C)c(C)c2n1,12,4,-14,-1.1,-0.8,0.1,-4,-0.4,-1.6,-12,-1.0
O=c1cc(C(O)C[N+](=O)[O-])occ1OCc1ccccc1 (centres undefined),5,-18,-32,1.0,-1.5,.,-14,0.2,1.2,-23,0.7
CCOC(=O)c1sc2nc(C)n(CC(=O)NCC3CCCO3)c(=O)c2c1C (centres undefined),9,-3,-1,-2.9,-0.2,0.3,-1,0.0,-1.6,-2,0.1
O=C1CCCC2=C1C(c1ccncc1)c1c(nc(SCc3ccccc3Cl)[nH]c1=O)N2 (centres undefined),3,-56,-105,0.6,-1.3,1.6,-29,-0.2,-1.2,-88,0.6
O=C1C(Cl)=C(N2CCCCC2)C(=O)N1Cc1ccccc1,8,10,-28,1.0,-0.5,-0.1,3,0.2,-0.3,-25,3.2
O=[N+]([O-])c1ccccc1NS(=O)(=O)c1ccccc1,-6,2,-2,-2.3,-0.8,0.5,0,-0.3,-0.6,7,-0.7
Cc1noc(C)c1COC(=O)C1(c2cccc(F)c2)CCCC1,-2,2,-3,-0.8,-1.3,-0.7,0,-1.1,-3.2,1,0.5
O=C(CCn1c(=O)c2ccccc2n(Cc2cccnc2)c1=O)NCc1ccc2c(c1)OCO2,4,8,2,0.6,-0.7,-0.3,3,-0.5,-0.6,1,1.8
CCN(CC)c1nc2ccccc2[nH]c1=O,-6,-2,-15,3.7,-0.3,-1.8,-3,0.1,1.2,-6,2.0
CCCN(CCC)C(=O)c1cc(S(=O)(=O)N2CCCCC2)c[nH]1,8,-5,-3,-2.0,-1.2,-0.4,-2,-0.3,-0.6,1,0.1
CCCc1nn(C)c(C(=O)Nc2ccccc2)c1Cl,11,-5,-2,-1.2,-1.3,0.7,-2,-0.3,-1.6,0,-4.6
CCOc1ccccc1NC(=O)CSc1ccc([N+](=O)[O-])cc1,0,-1,-7,-0.6,-1.6,-0.6,-3,-0.3,-2.6,7,2.1
CC(=O)N1CCc2c(sc(NC(=O)c3ccc([N+](=O)[O-])o3)c2C(N)=O)C1,-2,0,-11,-4.9,-1.7,0.1,4,-3.0,-1.7,-8,-0.6
CNC(=S)N1CCN(c2ccc(OC)cc2)CC1,11,-2,-2,1.9,-0.6,0.0,-5,-0.3,-0.6,-4,0.7
Cc1ccc2c(c1)C(c1ccc(F)cc1)N(C(=O)C1CC1)CC(=O)N2 (centres undefined),11,-10,-1,-5.3,-0.5,0.3,-3,0.5,-3.8,0,-0.3
Cc1cc(C)cc(CN2C(=O)NC3(CCCCCC3)C2=O)c1,1,-1,-3,-0.3,-0.8,-0.5,1,0.3,-1.9,-3,0.4
Cc1ccccc1OCC(=O)NCC(=O)OCC(=O)c1ccc([N+](=O)[O-])cc1,1,-3,-3,0.3,-1.2,-0.1,-7,-1.2,-0.8,1,-1.8
CC(CC(=O)N1CCN(S(=O)(=O)c2ccc([N+](=O)[O-])cc2)CC1)c1ccccc1 (centres undefined),6,-12,-6,-1.7,-1.2,-0.3,-1,-1.6,-0.9,2,3.6
CSCCC(NS(=O)(=O)c1ccc(C)cc1)C(=O)N1CCCC1 (centres undefined),3,-4,-6,1.8,-0.6,-0.3,-3,-0.1,-1.4,-2,-1.5
COc1cc(C2/C(=C(\O)c3ccc4c(c3)OCCO4)C(=O)C(=O)N2Cc2ccco2)ccc1O (centres undefined),6,-4,-12,-0.5,-1.4,0.5,-5,0.7,-1.3,-2,2.5
COC(=O)c1cc(S(=O)(=O)N2CCN(Cc3ccccc3)CC2)cn1C,11,-16,-4,-0.9,-1.0,0.5,1,-0.5,-3.3,6,1.1
O=S(=O)(NCc1cc(-c2ccccc2Cl)no1)c1ccccc1,-22,-2,-3,1.8,-1.0,-0.8,-5,-0.4,-0.8,2,0.4
C=CC[C@H]1CC(C)=C[C@H](CC=C)N1C(=O)c1cc(COc2ccccc2SC)on1,-24,13,-4,0.0,-1.7,0.2,9.4*,-0.2,-2.4,4,-0.7
COc1cccc(/C=N/Nc2nnc(C)n2N)c1O,-1,2,5,-9.8,-1.2,0.7,-4,-1.9,-1.3,2,1.9
CN(C(=O)c1ccc(NC(=O)Cc2ccc(NC(=O)C3CCN(C(=O)C4CCCC4)CC3)cc2)cc1)C1CCCC1,-12,-1,4,0.4,-1.0,0.2,2,0.6,-1.0,2,0.2
CC(=O)NC1(C2CCCCC2=O)CCCCC1 (centres undefined),7,-13,0,0.8,-1.2,-1.5,-4,-0.7,-3.3,3,2.5
O=C(CCNS(=O)(=O)c1ccccc1)OCC(=O)c1ccc(F)cc1,3,-6,-4,-0.6,-0.5,2.3,-3,1.9,-1.3,0,-0.2
CC(=O)NC(Cc1c[nH]c2ccccc12)C(=O)Nc1ccc2c(c1)OCO2 (centres undefined),-11,-2,-2,1.1,-0.2,-0.5,0,0.4,-0.7,0,-0.5
CC1(C)CC(=O)C(C=NCCN2CCN(CC(=O)Nc3ccc(Cl)cc3)CC2)=C(O)C1,4,-5,-7,4.2,-1.8,1.8,-5,1.9,0.6,-2,1.3
CC(C)Cn1c(N2CCN(CC(=O)Nc3ccc(Cl)cc3)CC2)nc2ccccc21,-33,12,0,-2.1,-1.2,1.5,5,-1.0,-1.5,5,0.1
N#Cc1ccc(CN2CCN(C(=O)Cn3nc(C(N)=O)c4ccccc4c3=O)CC2)cc1,4,-2,3,-2.4,-0.6,-0.2,0,-0.1,-1.4,3,-1.1
Cc1ccccc1NS(=O)(=O)c1ccc(C(=O)NCC(c2ccccc2)N(C)C)cc1 (centres undefined),-13,-12,-5,0.5,-1.0,0.1,-3,-1.4,-0.2,0,1.7
C[C@H]1/C=C/CC(=O)N[C@@H](c2ccccc2)[C@@H](C)/C=C/CC(=O)N[C@H]1c1ccccc1,-1,3,-2,7.2,0.6,.,2,0.4,-0.1,0,.
COc1ccc(NC(=O)Nc2nccs2)cc1,-1,3,4,11*,-0.6,2.5,3,0.4,0.7,3,2.8

# Three of these compounds in a different format.
Molecule | sPLA2-III inh | ADAM10 inh | PLC-beta3 inh | hgDAF12 agonist | ssDAF12 agonist | DAX1 inh-1 | ADAM17 inh | DAX1 inh-2 | hcDAF12 agonist | PLCg1 inh | GAA850 FXN act
CC(C)Cn1c(N2CCN(CC(=O)Nc3ccc(Cl)cc3)CC2)nc2ccccc21 | -33 | 12 | 0 | -2.1 | -1.2 | 1.5 | 5 | -1.0 | -1.5 | 5 | 0.1
N#Cc1ccc(CN2CCN(C(=O)Cn3nc(C(N)=O)c4ccccc4c3=O)CC2)cc1 | 4 | -2 | 3 | -2.4 | -0.6 | -0.2 | 0 | -0.1 | -1.4 | 3 | -1.1
O=S(=O)(NCc1cc(-c2ccccc2Cl)no1)c1ccccc1 | -22 | -2 | -3 | 1.8 | -1.0 | -0.8 | -5 | -0.4 | -0.8 | 2 | 0.4

# Remaining list, next part
SMILES,sPLA2-III inh,ADAM10 inh,PLC-beta3 inh,hgDAF12 agonist,ssDAF12 agonist,DAX1 inh-1,ADAM17 inh,DAX1 inh-2,hcDAF12 agonist,PLCg1 inh,GAA850 FXN act
CCOc1ccc2c(c1)S/C(=C\c1cccs1)C(=O)N2,-7,0,-32,7.2,0.4,0.1,0,0.9,0.2,-22,4.3
COc1ccc(C(=O)COC(=O)Cn2cnc3ccccc3c2=O)c(OC)c1,8,-1,2,0.9,-0.9,0.3,4,-0.9,-0.9,4,-0.7
CC(=N)C1=C(O)CC(C)(C)CC1=O,-4,-4,-2,-0.4,-1.1,-0.6,-4,-0.3,-0.3,0,-0.6
O=C1CC(N2CCN(S(=O)(=O)c3ccc(Cl)cc3)CC2)C(=O)N1CCc1ccccc1 (centres undefined),-15,15,0,-1.5,-1.4,0.7,3,0.4,-0.8,8,-0.1
COC(CSc1ncnc2c1oc1nc3c(cc12)COC(C)(C)C3)OC,4,0,-1,1.1,-1.1,1.8,0,0.3,-0.2,4,3.4
CN(C)S(=O)(=O)c1ccc(SCC(=O)Nc2ccc3c(c2)OCCO3)nc1,-3,-2,-5,3.5,-0.5,-0.4,0,-3.2,-0.2,-3,2.3
C/C=C/Cn1c(N2CCCCCC2)nc2c1c(=O)[nH]c(=O)n2C,5,11,3,-1.7,-0.7,-0.6,-1,0.8,-1.3,4,3.0
Cc1cccc(COCC(Cc2ccccc2)N2CCN(C(=O)c3ccc(Cl)c(Cl)c3)CCC2=O)c1 (centres undefined),-12,28*,4,-3.5,-1.6,-0.2,6,-0.5,-0.1,4,6.2

# High-throughput results as filed in PubChem.
